# inhibitors of VEEV: inhibitors of VEEV TC-83 cytopathic effect, confirmation, Vero cells (AID 588727) | Vero cells, VEEV TC-83 cytopathic effect inhibition; higher % means a stronger effect | inhibition, % at 20 µM, or IC50 in µM where a hit was titrated | hit rate 0.13% among 350,000; in the data active means a potency from the dose series; inconclusive means inhibition mostly from about 14% at the one dose, without a potency; inactive means the rest, 99 in 100 with inhibition below about 12%; further: strong numbers were not always called active
# PhoP GFP inhibition: PhoP regulon inhibitors, Salmonella typhi PhoP promoter GFP reporter, confirmatory (AID 1850); Salmonella Typhi PhoP-promoter GFP reporter, fluorescence, 4 h; higher % means a stronger effect; inhibition, % at 50 µM; hits with a dose series show IC50 in µM; hit rate 0.33% among 310,000; in the data active means a potency from the dose series; inconclusive means inhibition mostly from about 25% at the one dose, without a potency; inactive means the rest, 99 in 100 with inhibition below about 19%;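 further: 0% = induced wells with vehicle and 100% = uninduced wells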
# influenza NS1A: NS1A inhibition, H1N1 influenza, cell based functional assay (AID 504329) | NS1A functional cell-based assay, percent inhibition; higher % means a stronger effect | inhibition, % at 12.5 µM, or IC50 in µM where a hit was titrated | hit rate 0.3% among 340,000; in the data active means a potency from the dose series; inconclusive means inhibition above about 27% without an active follow-up result; further: strong numbers were not always called active
# tuberculosis growth: growth inhibition of non-replicating M. tuberculosis (AID 488890); Mycobacterium tuberculosis non-replicating, growth inhibition; higher % means a stronger effect; hit rate 0.39% among 320,000; one-dose inhibition, % at 25 µM; IC50 in µM for titrated hits; in the data active means a potency from the dose series; inconclusive means inhibition mostly from about 82% at the one dose, without a potency; inactive means the rest, 99 in 100 with inhibition below about 76%;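 further: plate controls were DMSO cells for no effect and high antibiotic wells for full effect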
# H37Rv inhibition: M. tuberculosis growth inhibition, HTS (AID 449762); M. tuberculosis H37Rv growth inhibition, 7H9 media; higher % means a stronger effect; inhibition, % at 25 µM, or IC50 in µM where a hit was titrated; hit rate 0.59% among 330,000; in the data active means a potency from the dose series; inconclusive means inhibition above about 70% without an active follow-up result;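 further: bacterial growth assessed after seven days of incubation; strong numbers were not always called active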
# inhibitors of VEEV 10K pilot screen: second read-out of inhibitors of VEEV, no call of its own (marks repeat the call); inhibition, %; measured here: 10K pilot screen inhibition
# Numbers without * were called inactive; i = inactive; ? = inconclusive; . = not tested or not shown. No enrichment for hits; any-hit rate near 1.6%.
SMILES,inhibitors of VEEV,PhoP GFP inhibition,influenza NS1A,tuberculosis growth,H37Rv inhibition,others
COc1cccc(C(C(=O)NCc2ccco2)N(C(=O)Cn2nnc3ccccc32)C2CC2)c1OC (stereo not drawn),0.6%,-4%,10%,6%,-9%,
COc1ccc(S(=O)(=O)NNC(=O)c2cc3ccccc3o2)cc1,0.4%,-11%,-2%,18%,-1%,
Cc1nc(N)sc1-c1csc(Nc2ccc(Cl)cn2)n1,0.3%,4%,10%,27%,6%,inhibitors of VEEV 10K pilot screen=5.4
Cc1cccc(CC(=O)N2CCN(C(=O)c3ccco3)CC2)c1,0.6%,-13%,-8%,-7%,-21%,
Cc1ccc(-n2c(=O)c3sccc3n(CC(=O)N3CCCC3)c2=O)cc1,i,-3%,2%,-9%,-10%,
COc1ccc(OC)c(C2NC(=S)NC(C)=C2C(=O)Nc2ccccn2)c1 (stereo not drawn),0.7%,-7%,7%,-19%,0%,
Cc1cc(=O)c2c(o1)CC(C)(C)CC2=O,0.3%,-3%,-6%,-2%,-5%,
CC(=O)N(C)C1=Nc2ccc(Cl)cc2C(c2ccccc2)=[N+]([O-])C1,0.0%,.,-5%,.,.,
CC(=O)c1ccc2c(c1)OCCOCCOCCO2,0.2%,-11%,-17%,-8%,1%,
CCOc1ccc(C(=O)C[n+]2ccc(C(=O)NCc3ccccc3)cc2)cc1,0.0%,6%,-7%,6%,-3%,
CC1(C(=O)NC(=S)N(Cc2ccccc2)c2ccccn2)CC1(Cl)Cl (stereo not drawn),0.9%,2%,-1%,-1%,5%,
COc1ccc(CN(C)C(=O)Cn2cnc3c(NCc4ccccc4)ncnc32)cc1OC,0.6%,.,-7%,.,.,
COc1ccc(CCNC(=O)C2CCN(S(=O)(=O)c3cccc4nonc34)CC2)cc1OC,0.3%,-3%,-2%,8%,0%,
CC(OC(=O)C(C)N1C(=O)C2C3C=CC(C4CC34)C2C1=O)C(=O)c1ccccc1 (stereo not drawn),0.4%,3%,-3%,-1%,1%,
CCNC(=S)N(CCc1cccc(C)c1)Cc1cc2cc(OC)c(OC)cc2[nH]c1=O,11%,-1%,0%,11%,5%,
Clc1ccc(CONc2ncnc3nonc23)c(Cl)c1,1.7%,24%,9%,76%,9%,
CSc1nnc2c(n1)c(C)nn2-c1cccc(C)c1,2.3%,10%,10%,5%,6%,
Cc1ccc(Cn2ccc(NC(=O)C3C4CCC(C4)C3C(=O)O)n2)cc1 (stereo not drawn),1.3%,-5%,-7%,-4%,-4%,
Cc1ccc(C)c(NC(=O)CCN2CCCCC2)c1,0.8%,-3%,-7%,-10%,3%,
Cc1ccc(C(=O)OCC(=O)N2CCC(c3ccccc3)=N2)c(C)c1,0.6%,4%,-2%,4%,1%,
CC1=C(n2nnc([N+](=O)[O-])n2)C(c2cccnc2)C(C#N)=C(N)O1 (stereo not drawn),i,-4%,0%,33%,2%,
COc1ccc(NC(=S)NCCSc2ccc(C)cc2)c(OC)c1,3.9%,-2%,7%,79%,-3%,
CC(=O)N1CCC(=NNc2nc3ccccc3s2)CC1,0.1%,5%,-4%,-12%,?,
CCOC(=O)CC1C(=O)NCCN1S(=O)(=O)c1ccc(Cl)cc1Cl (stereo not drawn),0.6%,9%,-1%,6%,-3%,
CCOC(=O)c1nc(C)nc(Sc2n[nH]c(-c3cc(Cl)cc(Cl)c3)n2)c1C,2.5%,-1%,-1%,2%,-5%,
CCOC(=O)N1CCN=C1SCc1ccc(C(F)(F)F)cc1,2.9%,-11%,-5%,69%,>100µM*,
COc1ccc(C(=O)N2CCC(C(=O)Nc3ccc(C)cc3)CC2)cc1,1.1%,6%,-6%,-2%,2%,
CC(=O)Nc1ccc(CNc2ncnc3ccc(-c4c(C)noc4C)cc23)cc1,11%,.,14%,21%,-10%,
O=C1c2ccccc2CN1CCSC(=S)N1CCSCC1,.,-4%,.,75%,-2%,
COc1cccc(C(C(=O)NC(C)(C)C)N(Cc2ccco2)C(=O)CCC(=O)Nc2cc(C)on2)c1OC (stereo not drawn),i,-1%,2%,-18%,-12%,
COc1cccc(NC(=O)CCNC(=O)N2CC(=O)Nc3ccccc32)c1,1.2%,5%,0%,7%,-1%,
O=C(c1ccc2c3n(nc2c1)-c1ccc(Cl)cc1CO3)N1CCCCC1,0.4%,2%,-4%,2%,?,
O=C(Cn1nnc(-c2ccccc2NC(=O)c2ccco2)n1)Nc1ccccc1,i,-4%,-6%,-7%,1%,
CCC(=O)Nc1ccc(C(=O)Nc2ccc(OC)cc2[N+](=O)[O-])cc1,2.5%,-4%,-2%,-2%,-22%,
Cc1ccc(NC(=O)c2ccccc2-c2ccc(C(F)(F)F)cc2)cc1S(=O)(=O)N1CCOCC1,i,3%,2%,5%,14%,
CCN1C(=O)c2ccccc2Sc2ccc(C(=O)N3CCC4(CC3)OCCO4)cc21,i,-3%,27%,8%,4%,
CC1(C)OC(c2ccccc2)=C/C(=C\C=N\NC(=O)c2ccncc2)O1,8.7%,-5%,.,1.8µM*,?,
CC1CC1c1ccc(/C=C(\C#N)C(=O)Nc2cc(Cl)ccc2Cl)o1 (stereo not drawn),0.1%,14%,-4%,18%,6%,
CN1C(=O)/C(=C\c2cc(Br)cs2)c2ccccc21,1.7%,-12%,5%,-3%,-5%,
O=C1N/C(=C/c2cccn2-c2ccccc2)C(=O)N1Cc1ccc(F)cc1,0.1%,-2%,0%,-1%,4%,
CCCN(CCC)CCCNC(=O)c1cn(CC)c2ccc(S(=O)(=O)N3CCOCC3)cc2c1=O,0.5%,-5%,-5%,0%,4%,
COc1ccc(C(=O)Nc2cc(=O)n(C)c(=O)n2C)cc1OC,0.9%,12%,4%,.,-7%,
C[C@H](CO)N1C[C@H](C)[C@@H](CN(C)S(=O)(=O)c2ccccc2)Oc2c(NC(=O)c3ccncc3)cccc2C1=O,0.1%,.,-8%,-4%,-5%,
O=C(NNC(=O)c1ccccc1F)c1cccc(-n2cccc2)c1,0.5%,7%,-2%,-2%,-3%,
Cc1ccc(NC(=O)Cn2c(=O)c(C)nc3ccccc32)cc1,0.4%,5%,2%,6%,-2%,
Cn1c(=O)cc(SCC(=O)N2CCN(c3ccccc3)CC2)c2ccccc21,8.3%,-3%,2%,0%,-4%,
Cc1ccc(OCC(=O)Nc2ccccc2C(N)=O)cc1,i,-4%,2%,-7%,-3%,
COCCCNCCCCOc1ccccc1-c1ccccc1,0.0%,-13%,3%,2%,-4%,
COc1cccc(NC(=O)CCC2CCN(C(=O)Cc3cccc(F)c3)CC2)c1,0.7%,-5%,-6%,1%,-1%,
CCCCN(CC)C(=S)Nc1ccc2nc(N3CCN(C)CC3)cc(C)c2c1,2.4%,8%,-20%,79%,?,
O=C(c1ccc(COc2ccccc2Br)o1)N1CCN(c2ccccn2)CC1,4.4%,-6%,0%,10%,-4%,
COc1ccc([N+](=O)[O-])cc1NC(=O)CN(C)S(=O)(=O)c1ccccc1,1.6%,4%,-3%,-8%,-9%,
O=C(Nc1cccc(NC(=O)c2c(F)cccc2F)n1)c1c(F)cccc1F,1.0%,4%,4%,0%,13%,
COCCNC(=O)c1cccc(OC2CCN(Cc3ccc(F)cc3OC)CC2)c1,i,-8%,-7%,-9%,-4%,
CC1CCN(C(=O)COC(=O)C2CCN(S(=O)(=O)c3ccc(Cl)c(C(F)(F)F)c3)CC2)CC1,1.6%,0%,-13%,9%,1%,
CCOC(=O)c1c(NC(=O)c2c(C)noc2C)sc2c1CCCCC2,0.2%,6%,12%,9%,-13%,
Cc1cc(C(=O)Cn2nnc3ccccc3c2=O)c(C)n1-c1ccccc1F,6.2µM*,-1%,-4%,25%,-2%,
CCc1ccccc1NC1c2ccccc2C(=O)N1Cc1ccco1 (stereo not drawn),6.6%,0%,9%,27%,5%,
NS(=O)(=O)c1ccc(NC(=O)COC(=O)c2cc3ccccc3cc2O)cc1,0.6%,-5%,17%,34%,-11%,
O=S1(=O)CC2(N3CCOCC3)CCCCC21 (stereo not drawn),i,-1%,-2%,1%,-2%,

# New compounds follow.
SMILES,inhibitors of VEEV,PhoP GFP inhibition,influenza NS1A,tuberculosis growth,H37Rv inhibition,others
Cn1c(=O)c2c(ncn2CC(=O)N/N=C/C(Cl)=C/c2ccccc2)n(C)c1=O,0.9%,3%,11%,11%,-1%,
CCOC(=O)c1sc2nc3c(SCCC#N)cc(C(=O)c4cc(F)ccc4O)cn3c(=O)c2c1C,2.1%,-13%,3%,-5%,6%,inhibitors of VEEV 10K pilot screen=1.7
CC(OC(=O)c1ccc(F)c(S(=O)(=O)N2CCOCC2)c1)C(=O)NCC1CCCCC1 (stereo not drawn),i,.,-1%,14%,-10%,
COc1cc(OCc2ccccc2)c(C(=O)/C=C/c2ccc3c(c2)OCO3)c(OC)c1OC,44%,0%,14%,-11%,0%,
O=C(O)c1cc(Cl)c(Cl)cc1C(=O)N(Cc1ccccc1)Cc1ccccc1,i,4%,-4%,15%,-2%,
CC1CN(C(=O)CCC(=O)NCc2cccnc2)c2ccccc2O1 (stereo not drawn),i,5%,3%,-6%,-4%,
CCCCNC(=O)CCn1c(=O)c2ccccc2n(CC(=O)Nc2ccccc2OCC)c1=O,7.2%,-2%,-3%,27%,5%,
COc1ccc(CCNC(=O)CNS(=O)(=O)c2ccc(Br)cc2)cc1,i,2%,-13%,-9%,6%,
CCOC(=O)c1c(C)n(C)c2ccc(OC(C)=O)cc12,0.3%,11%,-12%,1%,49%,
CC(=O)Nc1ccc2c(c1)OCO2,0.1%,-3%,-5%,-7%,-4%,
CCC(=O)N(Cc1cc(=O)[nH]c2ccccc12)c1ccc(C)cc1,1.5%,-8%,-1%,15%,-21%,
NC(=O)c1ccc(NC(=O)COC(=O)c2cccc(Oc3ccccc3)c2)cc1,0.1%,-1%,-9%,35%,8%,
O=P(OCC(F)(F)C(F)F)(N1CCCCC1)N1CCCCC1,i,4%,-3%,-12%,-11%,
O=C(C1CC(c2ccc(F)cc2)=NO1)N1CCN(Cc2ccccc2)CC1 (stereo not drawn),0.8%,7%,-2%,-17%,0%,
COc1ccc(Nc2nc(NCC3CCCO3)c3ccccc3n2)c(OC)c1 (stereo not drawn),8.0%,37µM*,12%,45%,65%,
Cc1sc2nc(CN3CCCCC3)nc(N3CCN(C(=O)c4ccco4)CC3)c2c1C,1.4%,12%,-6%,26%,0%,
COc1ccc(-c2nnn(CC(=O)N3CCN(c4ccc(F)cc4)CC3)n2)cc1,1.3%,-10%,-11%,12%,6%,
COC(=O)CSc1nnc(-c2sc3cc(OC)ccc3c2Cl)n1C,i,6%,4%,?,9.1µM*,
